# SKN-1 block = suppressors of acrylamide-induced Pgst-4::GFP reporter in worms, primary screen, SKN-1 inhibitor project, whole organism, uHTS, GFP/RFP fluorescence ratio, strain VP596; C. elegans VP596 Pgst-4::GFP/RFP ratio, 24 h; inhibition, % at 21.8 µM; 360,000 tested, 0.49% active; AID 624304, 2012;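 active = interference check ratio from 0.5 to 1.5 plus GFP to RFP signal ratio inhibition reaching or exceeding a fixed threshold, cut at about 30% in these data, passing the limit was not always enough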; note: some compounds called inactive have numbers as strong as hits
# Neddyl block = inhibitors of cullin neddylation, primary screen, biochemical, TR-FRET, uHTS, NAE and Ubc12 | calls only at 25 µM | 360,000 tested, 0.58% active | AID 651699, 2012 | NEDD8-conjugating enzyme Ubc12 (Homo sapiens) + NEDD8-activating enzyme E1 regulatory …; in the data active = inhibition above about 36%
# Target sequence (P61081 whole entry, looked up): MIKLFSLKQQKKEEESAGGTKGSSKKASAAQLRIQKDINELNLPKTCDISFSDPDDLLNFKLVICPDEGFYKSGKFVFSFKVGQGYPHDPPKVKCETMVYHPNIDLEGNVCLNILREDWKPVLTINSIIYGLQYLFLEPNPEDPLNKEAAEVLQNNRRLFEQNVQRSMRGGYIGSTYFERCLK
# Target sequence (Q13564 whole entry, looked up): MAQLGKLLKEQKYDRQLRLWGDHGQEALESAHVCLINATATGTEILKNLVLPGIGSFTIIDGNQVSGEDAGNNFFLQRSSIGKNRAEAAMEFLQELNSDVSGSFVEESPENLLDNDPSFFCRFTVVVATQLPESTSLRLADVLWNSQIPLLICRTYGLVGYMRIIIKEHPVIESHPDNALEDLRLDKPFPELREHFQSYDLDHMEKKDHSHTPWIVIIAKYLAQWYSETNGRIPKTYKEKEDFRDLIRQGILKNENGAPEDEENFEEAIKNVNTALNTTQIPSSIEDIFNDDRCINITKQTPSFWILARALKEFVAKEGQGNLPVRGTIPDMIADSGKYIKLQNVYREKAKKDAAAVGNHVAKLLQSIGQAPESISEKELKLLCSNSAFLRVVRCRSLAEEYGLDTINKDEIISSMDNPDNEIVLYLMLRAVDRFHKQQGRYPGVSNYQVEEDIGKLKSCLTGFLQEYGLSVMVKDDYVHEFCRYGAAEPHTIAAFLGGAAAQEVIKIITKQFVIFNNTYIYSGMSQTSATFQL
# MLLE-PAM2 inh = inhibitors of PABP1 MLLE–PAM2 peptide binding, primary screen, biochemical, fluorescence polarization, FITC-PAM2, GST-MLLE. Polyadenylate-binding protein 1 (Homo sapiens), P11940. inhibition, % at 20 µM. 360,000 tested, 0.36% active; in the data active = inhibition above about 35%, passing the limit was not always enough;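 note: plate controls were DMSO wells with GST-MLLE for no effect and wells lacking GST-MLLE protein for full effect; some results filed as inactive read as strong as hits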
# eLon inh = inhibitors of E. coli Lon protease, primary screen, biochemical, fluorescence polarization. 360,000 tested, 0.42% active. P0A9M0. inhibition, % at 7.94 µM. purified E. coli Lon protease. AID 602123, 2011; in the data active = inhibition above about 13%, passing the limit was not always enough;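 note: 0% = enzyme with probe and DMSO and 100% = no enzyme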
# MT1-MMP act inh = blockers of MT1-MMP proenzyme processing, primary screen, HT1080 RFP-PRO-GFP cells, GFP/RFP fluorescence; 360,000 tested, 0.061% active; GFP/RFP ratio fluorescence, overnight; percent of plate control window, DMSO zero; Matrix metalloproteinase-14 (Homo sapiens), P50281; GFP/RFP ratio change, % at 20 µM;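 active = GFP/RFP ratio change of at least 30% with cell ATP level not reduced by more than half and red fluorescence within 50% of control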; note: strong numbers were not always called active
#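 Material – HT1080 RFP-PRO-GFP cells · Control set – DMSO wells and RFP-L50D-GFP cells · Incubation – overnight cell settling, then overnight compound exposure, 37 °C, 5% CO2 · Compound dosing – single-point 20 µM compound, 1% DMSO · Read-out – GFP/RFP fluorescence ratio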
# Rin1-Abl PPI inh = inhibitors of Rin1-Abl protein binding, primary screen, biochemical, TR-FRET | Tyrosine-protein kinase ABL1 (Homo sapiens) + Ras and Rab interactor 1 (Homo sapiens), … | inhibition, % at 7.35 µM | 360,000 tested, 0.4% active | AID 588664, 2011; in the data active = inhibition above about 5%, passing the limit was not always enough
# MsrA act = bovine MsrA enzyme activators, primary screen, biochemical, absorbance, HTS; Methionine sulfoxide reductase A (Bos taurus); purified bovine MsrA, absorbance read-out; activation, % at 10.6 µM; 360,000 tested, 0.3% active; AID 602163, 2012; in the data active = activation above about 7.5%;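 note: 0% = vehicle and 100% = reference activator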
# FAS-TE inh = FAS thioesterase domain inhibitors, primary screen, biochemical, fluorescence intensity, uHTS; Fatty acid synthase (Homo sapiens), P49327; recombinant FAS-TE, OMFH fluorogenic substrate, fluorescence endpoint; inhibition, % at 15 µM; 360,000 tested, 0.67% active; AID 602261, 2012;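 active = compounds whose normalised, plate-corrected inhibition of enzyme fluorescence in the single-dose primary screen is 50% or more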;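 note: 0% = DMSO with enzyme and 100% = substrate without enzyme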
# NRP1-CendR mod = modulators of CendR peptide binding to NRP-1, primary screen, biochemical, fluorescence polarization, uHTS; FAM-RPARPAR peptide binding to NRP-1; Neuropilin-1 (Homo sapiens), O14786; AID 602438, 2012; inhibition, % at 25 µM; 360,000 tested, 0.85% active;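 active = inhibition or corrected inhibition above about 18%, plus a signal ratio from 0.5 to 1.5, limit read from the data, passing the limit was not always enough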; note: strong numbers were not always called active
# Active calls of the source: *; i = inactive; · = not tested or not shown.
# Start of the data: the first three records, to show the layout:
SMILES,SKN-1 block,Neddyl block,MLLE-PAM2 inh,eLon inh,MT1-MMP act inh,Rin1-Abl PPI inh,MsrA act,FAS-TE inh,NRP1-CendR mod
Cc1ccc(S(=O)(=O)N2C[C@H]3C(=O)C[C@@H](c4cccc(Cl)c4)N(S(=O)(=O)c4ccc(C)cc4)[C@H]3C[C@H]2c2ccccc2)cc1,5,i,-17,-9,0,-5,-4,16,-12
CCOC(=O)c1c(-c2ccccc2)oc2ccc(OCC(=O)O)cc12,5,·,2,-3,4,-2,-2,-3,-10
O=C(c1ccc(S(=O)(=O)N2CCOCC2)cc1)N1CCc2ccccc2C1,-16,i,-24,-5,1,-3,-3,-4,-2

# Results, from the start:
SMILES,SKN-1 block,Neddyl block,MLLE-PAM2 inh,eLon inh,MT1-MMP act inh,Rin1-Abl PPI inh,MsrA act,FAS-TE inh,NRP1-CendR mod
Cc1ccc(S(=O)(=O)N2C[C@H]3C(=O)C[C@@H](c4cccc(Cl)c4)N(S(=O)(=O)c4ccc(C)cc4)[C@H]3C[C@H]2c2ccccc2)cc1,5,i,-17,-9,0,-5,-4,16,-12
CCOC(=O)c1c(-c2ccccc2)oc2ccc(OCC(=O)O)cc12,5,·,2,-3,4,-2,-2,-3,-10
O=C(c1ccc(S(=O)(=O)N2CCOCC2)cc1)N1CCc2ccccc2C1,-16,i,-24,-5,1,-3,-3,-4,-2
CC(C)(C)c1ccc(CC(=O)N2CCC2(C)C(=O)NCc2ccc3c(c2)OCO3)cc1 (centres undefined),8,i,1,9,4,2,2,11,-2
COC(=O)[C@@H](NC(=O)N(C1CCCCC1)C1CCCCC1)C(C)C,28,i,0,-2,3,0,-2,8,5
COc1ccc(NC(=O)CSc2nnc(Cn3c(=O)sc4ccccc43)n2C)cc1OC,10,i,-8,-2,0,-3,0,-3,3
CC(C)c1ccc(C(=O)N2CCN(CCO)CC2)cc1,-8,i,1,0,-3,3,-1,-5,-6
COc1ccc(NC(=O)CCNC(=O)c2ccccc2Cl)cc1S(=O)(=O)N1CCCCC1,5,i,0,0,5,4,0,-1,5
COc1cc(OC)c2c(c1)C(=O)OC2,2,i,3,-12,-2,1,-3,-11,-46
COc1cccc(C(=O)Nc2ccc3nc4n(c(=O)c3c2)CCCCC4)c1,-1,i,8,-6,-4,0,-11,-3,-8
CCOCc1nnc(NC(=O)CSc2ccccc2)s1,17,i,18,2,-2,-1,-2,-9,2
CC(=O)C1=C(O)C(=O)N(c2ccc(Br)cc2)C1c1ccc(Br)cc1 (centres undefined),-6,i,-1,30*,7,-1,-3,-1,5
COc1ccc(Br)cc1/C=N/NC(=O)CNC(=O)/C=C/c1ccccc1,-4,i,4,3,1,-1,-14,13,-7
CSc1nnc2c(n1)OC(c1ccc(C(=O)O)cc1)N(C(C)=O)c1ccccc1-2 (centres undefined),5,i,-8,2,9,-4,-2,2,-8
N#Cc1ccc(CN2CCN(C(=O)c3ccc(S(=O)(=O)NCc4ccco4)cc3)CC2)cc1,-6,i,1,-3,-4,6,-1,-8,5
COc1ccc(NC(=O)COC(=O)c2cccc(S(=O)(=O)N3CCCCC3)c2)c(OC)c1,3,i,-13,2,0,-1,-10,16,1
CCn1cc(C(=O)NC2CCCCC2C)c(=O)c2ccc(C)nc21 (centres undefined),-8,i,-14,6,-2,-1,-4,-6,-1
COCCn1c(N2CCN(c3ccc(OC)cc3)CC2)nc2c1c(=O)[nH]c(=O)n2C,6,i,8,-5,-1,-4,-1,-6,5
CC(=O)/C(=N/Nc1ccccc1)N1CCOCC1,9,i,-8,8,0,-2,-4,-6,7
CC(C)N(Cc1nnc(-c2ccc(Cl)cc2)o1)C(=O)C1=COCCO1,-17,i,-14,-3,-3,0,-2,3,-6
Cc1cc(NC(=O)CSc2ccc3nnc(-c4cccnc4)n3n2)no1,-1,·,20,7,0,0,-1,-4,5
c1ccc(CN=C(NCc2ccccc2)NCc2ccccc2)cc1,8,i,1,-7,2,3,-6,0,13
CC(C)(C)C(=O)O/N=C(\N)COc1cccc(Cl)c1,-14,i,-9,12,1,1,-1,-3,-18
Cc1cc(NC(=O)CCC(=O)N(CC2CCCO2)C(C(=O)NC2CCCC2)c2cccnc2)no1 (centres undefined),-7,i,-3,-9,4,2,-4,-6,-5
CC(C)CCSc1nc2c(c(=O)[nH]c(=O)n2C)n1CCc1ccccc1,6,i,-18,6,0,-2,-2,-7,20
O=C(NC1CCOc2ccccc21)C1CCCC1 (centres undefined),22,i,-11,0,-2,-1,-2,-8,14
C=CCc1ccccc1OCC(O)CN1C(=O)c2ccccc2C1=O (centres undefined),23,i,5,-2,2,-1,0,9,4
COc1ccccc1CCNS(=O)(=O)CCNC(=O)c1ccc2c(c1)OCO2,-7,i,-10,2,6,-1,-2,-3,-7
CCN(C(=S)NC(=O)CCc1ccccc1)c1ccccc1,6,i,29,11,0,-2,-3,-7,-6
COC(=O)c1ccccc1C(=O)N1CCCC(C(=O)c2cc(F)ccc2F)C1 (centres undefined),13,i,12,-4,0,-3,-2,-15,-6
COc1cccc(NC(=O)N(CCCN2CCOCC2)C(C)c2cc3ccccc3o2)c1 (centres undefined),10,i,-1,7,3,-1,-2,7,-3
CC1(C)C2CCC1(C)C(OC(=O)c1ccccc1C(=O)O)C2 (centres undefined),-15,i,6,5,4,3,-4,-6,2
COCCN1C(=O)c2ccccc2C(C(=O)N2CCN(c3ccccn3)CC2)C1c1ccc(F)cc1 (centres undefined),8,i,9,-4,0,-6,-2,-3,5
Cc1cc(C(=O)NCCCN2CCCC2=O)no1,6,i,1,3,-4,1,-5,-6,-9
O=C(Nc1nccs1)c1csc([C@H]2C[C@H](O)[C@@H](CO)O2)n1,-4,i,-3,-9,1,0,-2,-4,-8
CC1CCN(CCCN2C(=O)C3C(C(=O)Nc4cccc(Cl)c4)C4C=CC3(O4)C2C(=O)NC2CCCCC2)CC1 (centres undefined),12,i,17,-2,-3,-2,0,-3,-4
CCOC(=O)[C@@H](CCc1ccccc1)N[C@H](C)C(=O)N1[C@H](C(=O)O)C[C@@H]2CCC[C@@H]21,6,i,3,3,2,6,3,2,-4
C/C(CCc1oc2ccc(Br)cc2c1-c1ccc(C)o1)=N/O,-2,i,-13,-3,-5,-1,-4,2,6
O=C(O)c1ccccc1-c1ncc(-c2ccccc2)o1,-7,·,7,-1,1,-2,-3,-9,5
CCC(CC)C(=O)Nc1cccc(/C(C)=N/NC(=O)c2c(Br)cnn2C)c1,-5,i,-5,0,6,0,0,-8,2
COc1cc(/C=N/NC(N)=O)cc([N+](=O)[O-])c1O,3,i,-11,-4,9,-9,-12,-10,7
Cn1cccc1/C=N/n1c(-c2ccc(C(C)(C)C)cc2)n[nH]c1=S,1,i,-52,7,0,1,-1,12,-1
Cc1cc(=O)cc(C)n1-c1ccc(O)cc1,7,i,1,-2,3,0,-4,-5,4
N#CC[C@H](c1ccccc1)N1CCN(Cc2ccccc2)CCC1=O,12,i,7,-4,-3,-1,1,-8,17
CN1CCN(c2ccc([N+](=O)[O-])cc2NC(=O)c2ccco2)CC1,0,i,-5,-4,-2,0,-1,2,8
O=C(/C=C/Nc1ccc([N+](=O)[O-])cc1)c1ccc(Br)cc1,-1,i,-56,-7,-2,0,-3,-7,-23
CC(=O)Nc1ccc(-c2nnc(SCc3ccc(C)cc3)n2C)cc1,12,i,-78,-8,-1,0,-3,-4,11
CCCn1c(-c2nonc2N)nc2ccccc21,11,i,-8,-7,-18,1,-5,-1,-13
Cc1ccc2nc(NCCc3ccc(Cl)cc3)c3nncn3c2c1,1,i,14,-62,1,-1,-3,1,-5
COc1ccc(-c2nc3c(c(=O)[nH]c(=O)n3Cc3ccccc3)n2Cc2ccccc2)cc1,14,i,-6,0,-4,1,2,26,1

# Given with each value named: four of the compounds above.
> N#CC[C@H](c1ccccc1)N1CCN(Cc2ccccc2)CCC1=O
  SKN-1 block: 12; Neddyl block: i; MLLE-PAM2 inh: 7; eLon inh: -4; MT1-MMP act inh: -3; Rin1-Abl PPI inh: -1; MsrA act: 1; FAS-TE inh: -8; NRP1-CendR mod: 17

> CN1CCN(c2ccc([N+](=O)[O-])cc2NC(=O)c2ccco2)CC1
  SKN-1 block: 0; Neddyl block: i; MLLE-PAM2 inh: -5; eLon inh: -4; MT1-MMP act inh: -2; Rin1-Abl PPI inh: 0; MsrA act: -1; FAS-TE inh: 2; NRP1-CendR mod: 8

> O=C(/C=C/Nc1ccc([N+](=O)[O-])cc1)c1ccc(Br)cc1
  SKN-1 block: -1; Neddyl block: i; MLLE-PAM2 inh: -56; eLon inh: -7; MT1-MMP act inh: -2; Rin1-Abl PPI inh: 0; MsrA act: -3; FAS-TE inh: -7; NRP1-CendR mod: -23

> CC(=O)Nc1ccc(-c2nnc(SCc3ccc(C)cc3)n2C)cc1
  SKN-1 block: 12; Neddyl block: i; MLLE-PAM2 inh: -78; eLon inh: -8; MT1-MMP act inh: -1; Rin1-Abl PPI inh: 0; MsrA act: -3; FAS-TE inh: -4; NRP1-CendR mod: 11

# Next entries:
SMILES,SKN-1 block,Neddyl block,MLLE-PAM2 inh,eLon inh,MT1-MMP act inh,Rin1-Abl PPI inh,MsrA act,FAS-TE inh,NRP1-CendR mod
CC(=O)c1cccc(CN2CCCCC2C(=O)Nc2ccc(Oc3ccccc3)nc2)c1 (centres undefined),19,i,-8,-8,0,-3,-1,6,3
CC1CCCC(C)N1C(=O)COC(=O)c1nn(C)c(=O)c2ccccc12 (centres undefined),8,i,-7,-4,2,0,-4,-4,-2
CCCCn1c(N)c(N(CC(C)C)C(=O)CCN2C(=O)C3CC=CCC3C2=O)c(=O)[nH]c1=O (centres undefined),12,i,-22,2,3,-6,-2,-4,0
COc1ccc(Cc2noc(CN(C)C3CC(C)(C)NC(C)(C)C3)n2)cc1OC,-7,i,-13,3,2,-1,-4,-2,3
O=C(CCl)NCCCCCCCCCNC(=O)CCl,10,i,-2,-1,-4,-1,-4,-12,7
CCC(=O)NC(=S)Nc1ccc2oc(-c3ccc(OC)cc3)nc2c1,5,i,12,-8,2,4,-5,0,6

# Screens as filed in PubChem.

# No enrichment for hits; any-hit rate near 4%.
